# AmpC no deterg = inhibitors of E. coli AmpC beta-lactamase without detergent. 330,000 compounds, 0.52% hits. Potency, µM (highest dose often 57.1 µM), for the others: at the highest dose activity change, negative = inhibition, actives largely listed as inhibitors. P00811. AmpC nitrocefin hydrolysis, absorbance 480 nm, 0.0001% Triton;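 note: potency is the fitted concentration of half-maximal effect; plate controls were no compound for no effect and no enzyme for full effect; nearly all actives have a fitted effect of over 20% in size; some results filed as inactive show a strong effect at the top dose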
# Target sequence (P00811 whole entry, looked up): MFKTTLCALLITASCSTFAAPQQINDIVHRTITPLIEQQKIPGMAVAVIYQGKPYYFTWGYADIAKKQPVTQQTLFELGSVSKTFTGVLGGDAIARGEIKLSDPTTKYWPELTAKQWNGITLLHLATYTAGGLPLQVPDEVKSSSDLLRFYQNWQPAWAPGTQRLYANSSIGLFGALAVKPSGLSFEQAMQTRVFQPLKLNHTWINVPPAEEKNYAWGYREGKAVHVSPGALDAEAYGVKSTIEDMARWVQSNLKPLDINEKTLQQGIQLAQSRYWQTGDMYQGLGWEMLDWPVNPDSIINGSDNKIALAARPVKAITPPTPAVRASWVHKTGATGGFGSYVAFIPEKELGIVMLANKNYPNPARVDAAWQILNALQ
#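 20 mM phosphate pH 7.0 + 0.01% (detergent screen) or 0.0001% Triton X-100; 5.3 nM AmpC reagent; cpd preinc 15 min RT; nitrocefin (800 uM stock) to start; A480 q20 s × 4 min; Activity was normalised to no-enzyme and no-compound control wells.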
# AMA1-RON2 inh = inhibitors of Plasmodium falciparum AMA1-RON2 interaction; AlphaScreen AMA1-biotinylated RON2 peptide binding; Potency, µM (series often up to 58.2 µM), inactives show at the highest dose activity change, negative = inhibition, usual class: inhibitors; AID 720542; 360,000 compounds, 0.2% hits;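 note: potency is the fitted concentration of half-maximal effect; 0% = vehicle wells and -100% = peptide control; nearly all actives have a fitted effect of over 45% in size; some results filed as inactive show a strong effect at the top dose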
#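 AMA1 (3D7) with his tag at 25 nM final met compounds first, then biotinylated RON2 peptide at 25 nM; detection used donor plus acceptor beads, 10 µg/mL apiece, read by AlphaScreen after 30 min at room temperature.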
# LmPK inh = LmPK (Leishmania mexicana) enzyme inhibition; AID 1721; Potency, µM (doses to about 57.5 µM), inactives show at the top dose activity change, negative = inhibition, usual class: inhibitors; 290,000 compounds, 0.37% hits; purified LmPK, Kinase-Glo ATP luminescence, 1 h; Q27686; note: potency is the fitted concentration of half-maximal effect
# Target sequence (Q27686 whole entry, looked up): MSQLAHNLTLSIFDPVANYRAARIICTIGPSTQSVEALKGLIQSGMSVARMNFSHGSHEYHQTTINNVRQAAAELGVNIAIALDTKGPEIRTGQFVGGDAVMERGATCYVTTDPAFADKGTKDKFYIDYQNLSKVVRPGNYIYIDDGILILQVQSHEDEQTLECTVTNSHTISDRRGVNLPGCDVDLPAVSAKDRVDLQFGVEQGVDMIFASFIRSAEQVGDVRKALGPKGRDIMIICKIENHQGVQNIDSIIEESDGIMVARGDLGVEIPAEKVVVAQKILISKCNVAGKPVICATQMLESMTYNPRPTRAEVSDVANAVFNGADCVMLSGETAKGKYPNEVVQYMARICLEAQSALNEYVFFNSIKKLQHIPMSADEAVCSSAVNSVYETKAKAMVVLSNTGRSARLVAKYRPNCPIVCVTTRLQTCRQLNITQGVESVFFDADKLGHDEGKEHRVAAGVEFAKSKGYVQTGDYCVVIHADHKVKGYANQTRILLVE
#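 Purified LmPK (0.1 nM) converted ADP (0.1 mM) to ATP with PEP (0.5 mM) in imidazole buffer pH 7.2 with KCl and MgCl2, 1 h at room temperature. ATP was read by Kinase-Glo luminescence; data normalized to uninhibited and no-enzyme controls.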
# TbPYK inhibitor = inhibitors of Trypanosoma brucei pyruvate kinase | Q57TT1 | Potency, µM (series often up to 76.8 µM), without a hit: at the top dose activity, negative = inhibition, hits mostly inhibitors | AID 624173 | TbPYK enzyme, Kinase-Glo Plus ATP luminescence, 45 min | 410,000 compounds, 0.12% hits; note: potency is the fitted concentration of half-maximal effect; nearly all actives have a fitted effect of over 50% in size
#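 ADP (130 uM final) triggers the TbPYK reaction after compound addition; incubation is 45 min at room temperature. Kinase-Glo Plus is then added and luminescence imaged. Normalized data are fitted to concentration-effect curves.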
# AmpC detergent = inhibitors of E. coli AmpC beta-lactamase with detergent; P00811; AmpC hydrolysis of nitrocefin, absorbance 480 nm, 0.01% Triton; Potency, µM (doses to about 114 µM), without a hit: top-dose activity change, negative = inhibition, hits mostly inhibitors; 370,000 compounds, 0.041% hits;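 note: potency is the fitted concentration of half-maximal effect; 0% = no-compound wells and -100% = no-enzyme wells; nearly all actives have a fitted effect of over 25% in size; some results filed as inactive show a strong effect at the top dose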
#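 AmpC (5.3 nM in the dispensed reagent) in 20 mM phosphate pH 7.0 with 0.01% (detergent screen) or 0.0001% Triton X-100 was preincubated with compounds for 15 min at room temperature. Nitrocefin was then added from an 800 uM solution, and hydrolysis was followed at 480 nm.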
# HCMV antiviral = blocks human cytomegalovirus replication. HFF cells, HCMV-luciferase reporter, 72 h; active compounds read low. activity change, negative = inhibition, % at 57.5 µM. 410,000 compounds, 4.5% hits. AID 1259415; in the data active = activity change below about -60%; inconclusive = no clear call, values can overlap the other calls; inactive = above about -39%
#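 After 16 h attachment at 37C, HFF cells received test compound and HCMV-luciferase (1 PFU/cell); reporter luminescence read 72 h later, data normalized against buffer-only and known inhibitor Salinomycin.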
# HCV inh = HCV inhibition; AID 651820; Potency, µM (doses to about 41.8 µM), inactives show at the top dose activity change, negative = inhibition, most hits filed as inhibitors; Huh7.5.1 HCVcc-Cre infection, luciferase reporter, 44 h; 340,000 compounds, 3.4% hits; note: potency is the fitted concentration of half-maximal effect
#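 Reporter virus HCVcc-Cre (~0.5 moi) infects cells exposed to compound; seeding density 1,000 cells/well with 4 h settling beforehand. Luminescence, 15 sec read, taken 44 h post-infection following a 15 min RT substrate incubation.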
# The depositor's hits bear a star; ? = inconclusive; . = no result given; [ ] = another dose, or the depositor's remark. Unless noted, calls come from the whole dose curve; as a rule, active = well fitted curve in the direction sought with a large enough effect; inconclusive = small, poorly fitted or top-dose-only effect, or another doubt; inactive = no such curve, though single readings can be large; an effect the other way counts as inactive or inconclusive. Unless noted, % is set by controls: 0 for no effect and ±100 for the full control effect. An unsorted share of the library; any-hit rate near 7.5%.
# The line under a structure holds: AmpC no deterg	AMA1-RON2 inh	LmPK inh	TbPYK inhibitor	AmpC detergent	HCMV antiviral	HCV inh
1. COc1ccccc1OCCNC(=O)CCNC(=O)c1ccccc1Cl
    33%	1%	-7%	-14%	-3%	14	11%
2. O=C(Nc1cccc(C(=O)Nc2cccc(Br)c2)c1)c1ccccc1
    14µM*	-2%	-7%	1%	?	-22	14µM*
3. c1ccc(Oc2ccc(-c3ccn[nH]3)cc2)cc1
    -30%	1%	6%	-2%	-1%	80	-16%
4. O=C(/C=C/c1ccc(Cl)cc1)Nc1cc(S(=O)(=O)N2CCOCC2)ccc1N1CCOCC1
    147%[activator]	-27%	.	0%	.	-31	?
5. Cc1ccc(S(=O)(=O)c2nc(N3CCOCC3)sc2Cl)cc1
    70%[activator]	2%	6%	-20%	1%	21	?
6. Cc1nnc(NC(=O)C2CCCN2S(=O)(=O)c2ccc(Cl)cc2)s1 (configuration not stated)
    -11%	-2%	-1%	-10%	-5%	6	8%
7. Nc1cc2c(cc1Cl)-c1ccccc1C2
    .	-16%	.	-1%	.	42	?
8. COC(=O)c1ccc(/C=C2\N=C(SC)SC2=O)cc1
    -19%	3%	1%	33%	-4%	-23	3%
9. Cc1cccc(C(=O)Nc2ccc(C(=O)N/N=C/c3ccco3)cc2)c1
    .	64%[activator]	.	-3%	.	-2	-21%
10. Cc1ccc(NC(=O)CSc2ccccc2NC(=O)c2ccccc2Cl)cc1Cl
    ?	9%	1%	-1%	-17%	?	?
11. CNc1oc(-c2ccc(F)cc2)nc1S(=O)(=O)c1ccccc1
    -22%	-4%	3%	-1%	-12%	?	8%
12. O=C(NCC1=C(c2ccc3ccccc3c2)C[C@@H]2CC[C@H]1N2Cc1ccco1)c1cccnc1
    .	11%	.	3%	.	13	.
13. COc1ccc(CC(=O)N/N=C/c2cc([N+](=O)[O-])cc(Br)c2O)cc1
    -37%	?	5%	1%	?	-24	8%
14. CC(C)n1cc(/C=N/NC(=O)COc2cccc3cccnc23)c2ccccc21
    184%[activator]	25%	8%	-2%	-7%	12	?
15. Nc1ccc(-c2ccc(N)cc2C(F)(F)F)c(C(F)(F)F)c1
    -27%	-1%	1%	2%	-11%	-32	9%
16. CC(C)OC(=O)c1nnn(-c2nonc2N)c1CN1CCCCCC1
    ?	25%	6%	0%	3%	-18	8%
17. Nc1ccc(S(=O)(=O)N2CCCCC2c2cccnc2)cc1 (configuration not stated)
    -13%	1%	2%	-5%	?	10	9%
18. O=C(CN1C2=NCCCN2c2ccccc21)c1cccs1
    -16%	-9%	4%	-6%	?	-24	-1%
19. COc1cccc2cc(C(=O)N3CCN(C(=O)c4ccccc4)CC3)c(=O)oc12
    -30%	4%	5%	-1%	0%	-7	1%
20. COc1ccc(-c2nc3c4ccccc4ccn3c2CN2CCCCC2)cc1OC
    67%[activator]	-22%	5%	-3%	2%	1	11µM*
21. COc1ccc(-n2c(=O)c3ccc(C(=O)NCc4ccc(C)cc4)cc3n(Cc3ccc(Cl)cc3)c2=O)cc1
    .	.	.	-2%	4%	15	.
22. C=CCn1c(SCC(=O)Nc2ccc(Cl)cn2)nnc1C1CC1
    -15%	-2%	-3%	-4%	5%	-9	4%
23. COc1ccccc1N(C(=O)Cn1nnc2ccccc21)C(C(=O)NCc1ccco1)c1ccc(C)o1 (configuration not stated)
    5%	-2%	2%	-7%	-5%	-28	-13%
24. CO/N=C/c1ccc(N2CCN(C(=O)c3cccc(Cl)c3)CC2)c([N+](=O)[O-])c1
    -22%	-2%	7%	-5%	2%	-32	?
25. NCCCC[C@H]1CNC(=S)N1CC1(c2ccccc2)CC1
    -6%	13%	-2%	-2%	2%	-12	-2%
26. CC1(C)CC(NC(=O)Cc2ccc(Cl)cc2)CC(C)(C)N1
    -14%	2%	-1%	-13%	-10%	51	-33%
27. Cc1cc(C(=O)NC2CCCc3ccccc32)no1 (configuration not stated)
    2%	1%	1%	2%	?	-23	7%
28. COc1ccc(NC(=O)C2(c3ccccc3)CCCC2)cc1
    -19%	-4%	6%	6%	-6%	-1	8%
29. CCOC(=O)C1CCN(C(=O)Cc2ccccc2OC)CC1
    -10%	-23%	-3%	3%	3%	-4	11%
30. O=C(Nc1ccc(F)cc1F)c1ccc(CN2CC(=O)N3CCCCC3C2=O)cc1 (configuration not stated)
    .	.	.	-4%	4%	15	.
31. O=C(ON=C1CCN(c2ccc([N+](=O)[O-])cc2)CC1)c1ccccc1
    -22%	-19%	0%	-1%	-11%	46	2%
32. CN(C)N1C(N)=C(C#N)C(c2cccc3ccccc23)C2=C1CC(c1ccccc1)CC2=O (configuration not stated)
    -12%	29%	3%	2%	-11%	-28	?
33. COc1ccc(NC(=O)c2sc3nc4c(cc3c2N)CN(Cc2ccccc2)CC4)cc1
    .	.	.	0%	-5%	3	.
34. OCC[C@H]1C[C@@H](O)[C@H](O)[C@]2(CCCCO2)O1
    -8%	-2%	-5%	1%	-4%	-3	1%
35. COc1cccc(OCCOc2cccc(/C=N/n3cnnc3)c2)c1
    53%	-1%	2%	5%	-9%	27	-12%
36. CCOC(=O)c1cc(C(=O)n2cc(Cl)cn2)nn1C
    -23%	1%	-3%	-8%	-5%	-34	34%[activator]
37. Cc1cc(CSc2ccccc2)ccc1NC(=O)c1ccc(Br)cc1
    -27%	-17%	-1%	1%	?	35	1%
38. CC(=O)[C@@]1(O)CCC2C3CC=C4C[C@@H](O)CC[C@]4(C)C3CC[C@@]21C (some centres not stated)
    -3%	1%	.	0%	.	-25	-7%
39. COc1cccc(C(=O)Nc2ccc(-c3cc(C(F)(F)F)nn3-c3ccccc3)cc2)c1
    .	.	.	4%	2%	-88*	.
40. O=C(COc1ccc2ccccc2c1)Nc1nc2ccccc2[nH]1
    -24%	-4%	-11%	-7%	-1%	29	?
41. Cc1nnc(SCC(=O)Nc2ccc(Br)cc2)n(N)c1=O
    -15%	-1%	-7%	-1%	0%	-8	-2%
42. O=C(NN=C(Cc1ccccc1)Cc1ccccc1)c1ccccc1F
    -34%	53%[activator]	3%	-5%	2%	?	18%
43. COc1ccc(-n2nc(C(=O)NCC(=O)O)c3ccccc3c2=O)cc1
    -14%	-1%	-1%	5%	3%	4	14%
44. Cc1oc(/C=N/NC(=O)CN(c2ccccc2Cl)S(C)(=O)=O)cc1Br
    -17%	-8%	4%	-7%	?	11	24%
45. CCCOc1cccc(-c2cc(C(=O)N/N=C/c3ccccn3)c3ccccc3n2)c1
    -8%	91%[activator]	-10%	1%	?	-113*	?
46. COc1ccccc1NC(=O)c1ccc(COc2ccccc2OC)cc1
    .	5%	.	-6%	.	-29	-4%
47. COC(=O)c1cc(Br)c(=O)n(CCc2ccccc2)c1
    -17%	8%	0%	2%	?	-103*	8%
48. COC(=O)c1ccccc1NC(=O)c1cc2ncc(Br)cn2n1
    .	-7%	2%	5%	-5%	9	4%
49. CCn1c(CNC(=O)c2cccc(C)c2)nnc1SCC(=O)NC1CCCCC1C (configuration not stated)
    42%	-2%	-1%	-19%	4%	-21	1%
50. CC(C)(C)C(=O)c1c(N)[nH]c(C(=O)c2ccccc2)c1-c1cc2ccccc2nc1Cl
    .	-2%	.	-1%	.	0	.

# (more compounds)
# The line under a structure holds: AmpC no deterg	AMA1-RON2 inh	LmPK inh	TbPYK inhibitor	AmpC detergent	HCMV antiviral	HCV inh
51. CC(=O)N1CCN(C(=O)c2cc(=O)c3ccccc3o2)CC1
    -10%	3%	-1%	3%	-11%	-20	10%
52. COc1ccc(OCc2cc(C(=O)NC3Cc4ccccc4C3)no2)c(Cl)c1
    56%	9%	-4%	0%	-1%	9	?
53. CCC(C)N(C(=O)c1csnn1)C(C(=O)NC(C)(C)C)c1ccccc1 (configuration not stated)
    19%	40%[activator]	0%	-5%	8%	?	7%
54. COc1cccc(/C=N/NC(=O)C(=O)NCc2cccnc2)c1
    -22%	11%	-1%	0%	-13%	17	17%
55. c1ccc(N2CCN(Cc3ccc4c(c3)OCO4)CC2)nc1
    .	?	.	-10%	.	7	4%
56. Cc1cccc(NC(=O)CN(C)S(=O)(=O)c2ccc3c(c2)n(C)c(=O)c(=O)n3C)c1C
    27%	4%	-7%	-3%	0%	0	4%
57. Cc1cccc(C(=O)N2CCCCCC2)c1
    -11%	0%	1%	-1%	1%	-10	10%
58. Cc1cc(C(=O)NC2CC(C)(C)Cc3c2cnn3-c2ccccc2C)c(C)o1 (configuration not stated)
    28%	-11%	7%	3%	?	?	-28%
59. CCOc1ccc(C(=O)CN2C(=O)NC3(CCCc4ccccc43)C2=O)cc1 (configuration not stated)
    .	1%	.	0%	.	?	.
60. Cc1nc2ccccc2nc1N1CCCCC1
    -3%	6%	1%	-2%	1%	-4	-2%

# An excerpt of these results, in transposed form:
(55) c1ccc(N2CCN(Cc3ccc4c(c3)OCO4)CC2)nc1
(57) Cc1cccc(C(=O)N2CCCCCC2)c1
(53) CCC(C)N(C(=O)c1csnn1)C(C(=O)NC(C)(C)C)c1ccccc1 (configuration not stated)
(56) Cc1cccc(NC(=O)CN(C)S(=O)(=O)c2ccc3c(c2)n(C)c(=O)c(=O)n3C)c1C

Compound,55,57,53,56
AmpC no deterg,.,-11%,19%,27%
AMA1-RON2 inh,?,0%,40%[activator],4%
LmPK inh,.,1%,0%,-7%
TbPYK inhibitor,-10%,-1%,-5%,-3%
AmpC detergent,.,1%,8%,0%
HCMV antiviral,7,-10,?,0
HCV inh,4%,10%,7%,4%

# More records.
# The line under a structure holds: AmpC no deterg	AMA1-RON2 inh	LmPK inh	TbPYK inhibitor	AmpC detergent	HCMV antiviral	HCV inh
61. CC(C)c1ccc(NC(=O)[C@@H]2CCC(=O)N2C2OC(=O)c3ccccc32)cc1 (some centres not stated)
    -8%	-3%	-14%	-15%	-9%	43	-5%
62. CCOC(=O)C(C)c1nc2ccccc2[nH]c1=O (configuration not stated)
    -16%	21%	-13%	2%	-2%	-16	1%
63. COC(=O)c1cc(=O)n(CCc2ccccc2)c(=Nc2ccc(F)cc2)s1
    0.71µM*	-19%	2%	-2%	-15%	-36	7%
64. CC(C)C[C@H]1CN(CCCC[C@@H]2CNC(=O)C(=O)N2CCc2ccccc2)C(=O)C(=O)N1Cc1ccccc1
    .	1%	.	0%	.	2	.
65. COc1ccccc1-c1nnc(NC(=O)c2ccccc2F)o1
    -8%	89%[activator]	12%	2%	-17%	124	22%
66. COc1cc(NC(=O)C2CC(c3c(F)cccc3Cl)=NO2)c(OC)cc1Cl (configuration not stated)
    -20%	-16%	1%	-9%	?	3	?
67. CC[n+]1oc(-c2ccccc2)cc1C
    -10%	-7%	0%	1%	-4%	-9	14%
